# Mtb UGM inh: blocks M. tuberculosis UGM enzyme. inhibition, % at 10 µM. purified UGM, fluorescence polarization probe displacement. 0.06% of 320,000 active. P9WIQ1; in the data active = inhibition above about 10%, passing the limit was not always enough; inconclusive = no clear call, values can overlap the other calls
# PfHsp40 rescue: compounds rescuing yeast from Plasmodium falciparum HSP40 toxicity; S. cerevisiae expressing PfHsp40, growth rescue, ATP luminescence; growth rescue, % at 12.5 µM; 0.68% of 340,000 active; AID 504582; in the data active = growth rescue above about 28%, passing the limit was not always enough; inconclusive = no clear call, values can overlap the other calls;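 note: yeast W303a lacking pdr1 and pdr3 grown in galactose medium; growth measured after three days at 30 °C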
# Mtb FBA inh: inhibitors of M. tuberculosis fructose-bisphosphate aldolase; 2.3% of 360,000 active; inhibition, % at 1 µM; purified M. tuberculosis FBA, fluorescence read-out; in the data active = inhibition above about 27%;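 note: 0% = vehicle and 100% = reference inhibitor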
# GDH-TPI inh: counter-screen for M. tuberculosis FBA inhibitors: GDH-TPI coupled enzymes. GDH-TPI coupled enzyme counterscreen, NADH absorbance. inhibition, % at 4.8 µM. 1.2% of 360,000 active; in the data active = inhibition above about 30%;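 note: 0% = DMSO wells and 100% = wells lacking the enzyme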
# Mtb BioA inh: blocks M. tuberculosis BioA enzyme activity; inhibition, % at 9.99 µM; purified M. tuberculosis BioA enzyme, plate reader; AID 602481; 0.096% of 360,000 active; in the data active = inhibition above about 40%; inconclusive = no clear call, values can overlap the other calls
# Anthrax LF prot: blocks Bacillus anthracis lethal factor protease; P15917; multiplex microsphere protease cleavage assay, LF; inhibition, % at 10 µM; 0.12% of 360,000 active; AID 588501; note: plate controls were buffer without enzyme for full effect and enzyme alone for no effect
# Target sequence (P15917 whole entry, looked up): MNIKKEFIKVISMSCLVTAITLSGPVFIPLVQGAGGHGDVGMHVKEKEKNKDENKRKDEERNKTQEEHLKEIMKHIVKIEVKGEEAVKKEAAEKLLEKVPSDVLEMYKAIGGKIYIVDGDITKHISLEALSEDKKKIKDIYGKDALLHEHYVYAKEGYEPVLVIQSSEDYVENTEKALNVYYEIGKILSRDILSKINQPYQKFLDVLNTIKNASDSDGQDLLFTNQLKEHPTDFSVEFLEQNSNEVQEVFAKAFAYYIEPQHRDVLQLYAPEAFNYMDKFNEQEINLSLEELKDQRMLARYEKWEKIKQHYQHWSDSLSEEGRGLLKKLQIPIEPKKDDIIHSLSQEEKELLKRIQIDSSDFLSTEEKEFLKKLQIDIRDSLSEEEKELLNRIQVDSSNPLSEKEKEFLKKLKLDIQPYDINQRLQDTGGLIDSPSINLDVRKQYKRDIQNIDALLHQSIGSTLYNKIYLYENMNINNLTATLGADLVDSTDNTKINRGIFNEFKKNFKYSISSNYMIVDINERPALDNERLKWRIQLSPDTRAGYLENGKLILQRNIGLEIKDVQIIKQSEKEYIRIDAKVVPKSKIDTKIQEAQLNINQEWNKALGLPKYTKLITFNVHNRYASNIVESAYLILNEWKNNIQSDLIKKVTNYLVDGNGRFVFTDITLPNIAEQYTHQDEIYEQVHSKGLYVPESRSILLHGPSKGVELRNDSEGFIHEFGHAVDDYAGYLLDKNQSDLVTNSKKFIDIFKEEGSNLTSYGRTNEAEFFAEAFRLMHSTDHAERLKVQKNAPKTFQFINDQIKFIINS
# BoNT-F LC inh: blocks Botulinum neurotoxin F light chain protease. Multiplex microsphere protease cleavage assay, flow cytometry. inhibition, % at 10 µM. 0.22% of 360,000 active. AID 588497; in the data active = inhibition above about 35%, passing the limit was not always enough; inconclusive = no clear call, values can overlap the other calls; note: plate controls were buffer without enzyme for full effect and enzyme alone for no effect
# FadD28 binding: inhibitors of Mycobacterium tuberculosis FadD28 bisubstrate binding. FadD28 bisubstrate probe binding, fluorescence polarization. inhibition, % at 12.5 µM. 0.22% of 360,000 active; in the data active = inhibition above about 8.5%, passing the limit was not always enough; inconclusive = no clear call, values can overlap the other calls
# BoNT-A LC inh2: BoNT A light chain protease inhibition. AID 588499. multiplex microsphere protease substrate cleavage, flow cytometry. inhibition, % at 10 µM. 0.17% of 360,000 active; note: plate controls were buffer without enzyme for full effect and enzyme alone for no effect
# Starred values were filed as active, the others as inactive; ? = inconclusive; nt = not tested or not shown. Cut-off read from the data, not from the text of the source, unless noted: active = inhibition above about 30%; inconclusive = no clear call, values can overlap the other calls; inactive = below that. Not a hit list. About 4.7% of those tested had a hit in this group.
SMILES,Mtb UGM inh,PfHsp40 rescue,Mtb FBA inh,GDH-TPI inh,Mtb BioA inh,Anthrax LF prot,BoNT-F LC inh,FadD28 binding,BoNT-A LC inh2
CCCCCCCCCCCCCCCC[N+](C)(C)CCN(Cc1ccc(OC)cc1)c1ncccn1,-1.7,23,0,-4,12,-6,-34,-3.7,-1.8
CCOc1ccc(N(C)S(=O)(=O)c2ccc(-c3ccc(=O)[nH]n3)s2)cc1,-0.5,0.6,6,8,-1.5,-3,6,-2.0,0.2
Cc1ccc([N+](=O)[O-])cc1N/C=C1\CCCCC1=O,1.6,-0.9,-6,3,0.4,8,-1,-0.7,6.6
CC(=O)Nc1ccc(NC(=O)c2cc(=O)c3cc(C)cc(C)c3o2)cc1,0.9,0.6,1,3,-0.7,1,13,nt,-1.0
COc1ccccc1Nc1nc(N)nc(CN2CCc3ccccc3C2)n1,-2.7,1.7,-1,-8,0.6,5,?,-1.3,1.6
NS(=O)(=O)c1ccc(NC(=O)COC(=O)C2(c3ccccc3F)CCCC2)cc1,0.0,0.7,3,5,nt,-1,-7,-4.3,-0.5
COc1ccc(C(=O)NC(=S)NNC(=O)c2ccccc2O)cc1,-3.5,-2.3,2,24,-2.2,6,-14,-1.9,-5.8
O=C(NCc1ccccc1)C(=O)Nc1nc(C23CC4CC(CC(C4)C2)C3)cs1,nt,-0.2,-3,22,7.3,-6,-1,-0.8,0.1
O=[N+]([O-])c1ccc(/C=N/Nc2ccc3ccccc3c2)o1,-4.3,0.1,-14,10,-0.5,-2,-8,-0.3,1.8
COCCSc1ccccc1C(=O)Nc1ccccc1C(C)C,3.1,0.5,2,-1,nt,-8,0,0.2,-0.6
Cc1ccc2c(CN(C)Cc3cccc(F)c3)cc(=O)oc2c1C,2.0,1.3,0,-2,1.2,-1,-10,-1.7,-1.5
CCN1CCN(c2ccc(NC(=O)c3ccc([N+](=O)[O-])o3)cc2Cl)CC1,nt,-0.2,-4,8,nt,-7,-16,0.5,-0.6
CC1S/C(=N/N=C2CCCCC2)NC1=O (configuration not stated),-2.4,-1.2,0,11,-0.7,0,3,-1.2,0.4
CCCn1nnc(NC(=O)c2cc(Br)cc(Br)c2OC)n1,-3.9,1.1,-1,10,-1.8,-6,-18,-1.1,-6.2
Nc1nc(SCC(=O)Nc2ncc(Cl)cc2Cl)n[nH]1,-2.5,0.2,0,7,1.3,-9,0,-3.4,0.2
COc1cccc(NC(=O)c2cnc[nH]2)c1,-1.4,0.8,0,-11,0.3,14,-4,-3.7,-4.3
Cc1cc(C)nc(Nc2nc3ccccc3s2)n1,2.7,0.1,-1,3,nt,-5,0,-0.1,-0.4
O=C(NNC(=O)c1ccc(Cl)cc1Cl)c1ccc2ccccc2c1,nt,0.2,5,18,-1.1,-1,-3,1.2,0.2
CN(Cc1cnn(-c2ccc(F)cc2)c1)C(=O)[C@H]1O[C@@H](n2ccc(=O)[nH]c2=O)[C@H](O)[C@@H]1O,nt,nt,6,nt,-0.8,6,5,-1.0,0.4
CCN(CCCNC(=O)C1CCC(=O)N1Cc1ccc(C)cc1)c1cccc(C)c1 (configuration not stated),0.0,0.8,2,0,0.8,0,1,-0.5,-0.3
COC(=O)c1ccc2nc(C3CCCCC3)c(Cc3ccccc3)n2c1,nt,nt,2,nt,5.0,-1,-5,-5.9,-0.3
CCOC(=O)C1(Cc2ccccc2C)CCCN(C(=O)CCc2cccnc2)C1 (configuration not stated),-0.7,1.1,-3,-3,nt,2,-1,-1.1,-0.2
CCOC(=O)CSc1n[nH]c(NC(=O)c2ccc(F)cc2)n1,-0.9,1.3,1,0,-0.6,2,8,0.0,1.3
Cc1cc(NC(=O)CSc2ccc3nnc(-c4ccc(F)cc4)n3n2)no1,-0.6,-0.5,2,1,-0.6,-12,-5,-3.2,-0.1
Cc1ccc(CSCC(=O)NCc2ccc3c(c2)OCO3)cc1,-0.7,-1.3,0,0,nt,-1,6,-1.1,0.2
CC(Oc1ccc2c(-c3ccccc3)cc(=O)oc2c1)C(=O)NCCCN1CCOCC1 (configuration not stated),-3.4,-0.9,-1,13,7.2,2,14,-0.4,13
COc1ccccc1NC(=O)c1ccc(NC(=O)CN(C)Cc2ccccc2F)cc1,-1.2,-0.7,-5,1,nt,-9,-3,-2.4,-0.2
Cc1cccc(N2CCN(C(=O)CCn3c(=O)[nH]c4ccccc4c3=O)CC2)c1C,-1.9,-0.1,0,-6,nt,1,-5,-2.7,0.3
COC(=O)C1=C(c2cc3ccccc3s2)C[C@@H]2CC[C@H]1N2C(=O)NCc1ccc(F)cc1,-3.5,12,-1,0,-0.9,-5,-3,-2.5,0.2
Cc1ccc(NS(=O)(=O)c2ccc(C(=O)N3CCCC(C(F)(F)F)C3)cc2)cc1 (configuration not stated),-1.8,51*,-1,0,0.6,0,2,-3.3,-2.3
CCC(=O)Nc1nnc(-c2cccs2)s1,0.0,0.6,27*,0,nt,4,3,1.2,-0.4
COc1cccc(CC(=O)OCC(=O)N(C)CC(=O)Nc2ccccc2Cl)c1,-2.1,0.6,0,-4,-0.5,nt,nt,0.0,nt
COc1ccc(C(=O)NCCN2CCOCC2)c(OC)c1,2.1,-1.3,0,0,nt,2,-10,0.1,0.7
Cc1cc(=O)oc(C)c1C(=O)NCC(C)NC(=O)c1c(C)cc(=O)oc1C (configuration not stated),-1.7,0.0,0,8,-3.0,3,-6,-0.2,-0.7
CCN(CC(=O)Nc1ccc2c(c1)OCCO2)C(=O)c1cc(=O)[nH]c2ccccc12,0.0,-0.4,8,4,nt,-2,6,0.5,0.8
O=C(CN1CCN(c2ccccn2)CC1)N(c1ccccc1)c1ccc2ccccc2c1,-2.3,-0.1,-1,14,-0.6,0,9,-4.2,0.2
O=C(O)c1ccn2c(C(=O)c3ccccc3)c(-c3ccccc3)cc2c1,-1.3,-0.3,-2,18,-1.3,8,?,-0.9,5.8
COC(=O)/C(C#N)=C(/Nc1ccc(F)c(Cl)c1)C(F)(F)F,-2.0,0.7,1,10,-0.6,nt,nt,-1.0,nt
CCOc1ccc(CN(C)C(=O)CNC(=O)C2CCCCC2)cc1,-0.5,0.1,3,6,21,11,15,-1.8,-4.7
O=C(CSc1nc(-c2ccncc2)nn1CC(=O)N1CCCCC1)NC1CCCC1,nt,0.2,-2,-10,-1.1,-1,-2,-3.6,-0.5
O=C1CN(C(=O)COC(=O)c2ccccc2NCc2ccco2)c2ccccc2N1,-0.4,1.7,61*,14,-0.6,-3,10,0.0,-1.0
COc1ccc(OCC(=O)N2c3ccc(C)cc3C3CN(C)CCC32)cc1 (configuration not stated),1.7,-0.5,-2,0,-0.9,1,-1,-2.2,-0.7
CC1CN(C(=O)CSc2nc(N)c(NC(=O)c3ccc(C(F)(F)F)cc3)c(=O)[nH]2)CC(C)O1 (configuration not stated),nt,nt,2,1,-0.4,8,2,0.4,0.6
COc1ccc(-c2n[nH]c(=S)n2Cc2ccccc2)cc1OC,1.5,-2.2,10,6,9.7,-10,-10,-5.1,2.0
Cc1scc(C(=O)NNC(=S)NC(C)c2ccccc2)c1C (configuration not stated),-1.2,3.5,-1,-1,nt,1,-2,-5.3,0.0
CC(NC(=O)C(=O)NCCN1CCN(C(=O)c2ccc([N+](=O)[O-])cc2)CC1)c1ccccc1 (configuration not stated),-1.5,-1.6,6,-2,-0.1,-4,6,-0.3,-0.1
Cc1cc(OC(=O)c2cccs2)c2c3c(c(=O)oc2c1)CCCC3,-2.1,3.8,5,4,nt,-2,-5,-1.5,0.7
CCOc1ccc(Cl)cc1-c1cc(C(=O)Nc2ccc(Br)cc2)[nH]n1,nt,nt,-2,-6,-0.7,-4,-8,0.1,-1.0
COc1ccccc1Nc1nc(C)cc(=O)[nH]1,-3.8,-0.1,2,-2,0.6,0,-4,-4.3,-0.3
CCCn1c(=O)[nH]c(=O)c2[nH]cnc21,2.1,0.1,1,-1,-5.7,-13,11,0.5,0.4
CC1(C)CC(C(N)=S)CCO1 (configuration not stated),-6.3,-0.3,1,2,nt,-7,2,-3.2,-0.7
O=C(c1cccnc1)N1CCN(c2ccc([N+](=O)[O-])cc2Cl)CC1,1.1,-0.5,2,11,6.9,0,-4,-3.3,-0.2
CC1Cc2ccccc2N1S(=O)(=O)c1cccc(C(=O)N2CCN(c3ncccn3)CC2)c1 (configuration not stated),0.7,0.5,3,12,nt,-7,1,-1.2,0.0
O=C(Nc1ccc(F)cc1)c1cccnc1N1CCCCC1,-0.6,0.2,-1,1,nt,1,-5,-1.9,-4.0
C/C(=N\Nc1ccc(C(F)(F)F)cc1[N+](=O)[O-])C1CC1,0.7,-1.5,-4,-1,nt,-2,-6,-1.8,-1.5
CCOC(=O)c1cc2c(=O)n3ccccc3nc2n(C(C)C)c1=NC(=O)c1c(-c2c(F)cccc2Cl)noc1C,2.5,2.6,26,3,nt,34*,24,-3.0,71*
COc1cccc(CN2CCNC(=O)C2CC(=O)NCCCN2CCCC2=O)c1 (configuration not stated),-0.8,-0.2,1,4,0.2,-3,3,-1.0,-1.0
Cc1ccc(CSCCNS(C)(=O)=O)cc1,2.0,1.2,1,2,-2.1,14,7,-0.5,1.6
Cc1cc(NC(=O)CSc2n[nH]c(-c3ccc(Cl)cc3Cl)n2)no1,1.6,-0.4,0,5,-1.7,-3,8,0.3,1.9
CN(CC(=O)Nc1ccc(Cl)c(Cl)c1)Cc1nnc(-c2ccc(F)cc2)o1,0.5,2.1,6,3,nt,3,-3,-2.0,-0.1

# Looked up by compound from above (4):
SMILES,Mtb UGM inh,PfHsp40 rescue,Mtb FBA inh,GDH-TPI inh,Mtb BioA inh,Anthrax LF prot,BoNT-F LC inh,FadD28 binding,BoNT-A LC inh2
O=C(c1cccnc1)N1CCN(c2ccc([N+](=O)[O-])cc2Cl)CC1,1.1,-0.5,2,11,6.9,0,-4,-3.3,-0.2
CC1CN(C(=O)CSc2nc(N)c(NC(=O)c3ccc(C(F)(F)F)cc3)c(=O)[nH]2)CC(C)O1 (configuration not stated),nt,nt,2,1,-0.4,8,2,0.4,0.6
CCCn1c(=O)[nH]c(=O)c2[nH]cnc21,2.1,0.1,1,-1,-5.7,-13,11,0.5,0.4
CCOc1ccc(Cl)cc1-c1cc(C(=O)Nc2ccc(Br)cc2)[nH]n1,nt,nt,-2,-6,-0.7,-4,-8,0.1,-1.0

# The list continues.
SMILES,Mtb UGM inh,PfHsp40 rescue,Mtb FBA inh,GDH-TPI inh,Mtb BioA inh,Anthrax LF prot,BoNT-F LC inh,FadD28 binding,BoNT-A LC inh2
CN(C)c1ccc(CC(=O)N2CCCC(c3cc(C(=O)Nc4ccccc4)no3)C2)cc1 (configuration not stated),nt,nt,1,6,0.9,-7,-4,-0.7,-0.6
O=C(NCc1ccc2c(c1)OCO2)c1cc2c(s1)CS(=O)(=O)C2,-1.9,-0.9,0,4,-1.2,3,4,-4.2,2.3
OC12CCCCC1C(c1ccc3c(c1)OCO3)N(Cc1ccccc1F)CC2 (configuration not stated),0.7,-1.0,-1,9,-1.0,-4,-6,-0.1,-0.3
Cc1ccc(C(=O)N/C(=C\c2cccs2)c2nc3ccccc3[nH]2)cc1,-0.4,-0.3,0,44*,nt,1,-29,0.4,-1.3
COc1ccc(/C=C/C(=O)OC2CCCCC2CN(C)C)cc1 (configuration not stated),-0.6,-0.6,-2,1,-0.7,-7,-14,-3.6,-1.7
CC1CCN(S(=O)(=O)c2ccc(NC(=O)C3CC(=O)N(c4ccccc4)C3)cc2)CC1 (configuration not stated),-1.0,-0.3,2,4,-0.6,-12,-22,-1.7,-1.3
CCn1cc(C(=O)NCc2cccc(C(F)(F)F)c2)c(=O)c2ccc(C)nc21,-0.7,1.3,-1,4,-1.6,-15,-21,-2.4,-1.3
CCN(CC)c1ccc(/C=C2\CCC(/C=C(/C#N)C(=O)Nc3ccccc3F)=C2N2CCOCC2)cc1,nt,-1.3,-2,-1,nt,?,?,-4.7,?
Cc1ccc(NC(=O)COC(=O)c2ccc(Br)o2)cc1S(=O)(=O)N1CCCCC1,-0.1,2.1,0,-1,-0.2,-1,2,-3.1,-0.1
